Source: PubChem (National Center for Advancing Translational Sciences (NCATS))
p53ts 32C tox: kills p53ts cells at the permissive temperature; H1299-p53A138V at 32C, ATP luminescence viability, 24 h; Potency, µM (doses to about 46.1 µM), without a hit: at the highest dose activity change, negative = cytotoxicity, most hits filed as cytotoxic; 130,000 compounds, 0.93% hits;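 further: 0% = DMSO and -100% = full killing by reference compound; nearly all actives have a fitted effect of over 55% in size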
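H1299-p53 A138V cells (temperature-sensitive p53) exposed 24 h to up to 46 uM compound at 32C, where p53 is wild-type in conformation. Viability read as ATP luminescence and normalised to DMSO and 100 uM tamoxifen. AC50 fitted with the Hill equation.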
Peg3 imprint: genomic imprint erasure induction | mouse ES Peg3-LacZ reporter, beta-gal luminescence, 40 h | Potency, µM (top dose mostly 60.7 µM), for inactives: top-dose activity change, positive = activation, hits mostly activators | 110,000 compounds, 0.02% hits | AID 1948;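 further: 0% = negative control wells on the plate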
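Readout: BetaGlo luminescence (5 min, room temp) for LacZ from the normally silent maternal Peg3 allele in female Peg3LacZ-Neo ES cells. Cells 300/well, 40 h, 37C, 5% CO2. Data normalized per plate to negative controls.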
p53ts 39C tox: p53ts cell cytotoxicity, nonpermissive temperature | H1299-p53A138V viability at 39C, ATP luminescence, 24 h | Potency, µM (titrated, usually from 46.1 µM), for the others: at the highest dose activity change, negative = cell killing, usual class: cytotoxic | 130,000 compounds, 1.5% hits | AID 902; further: nearly all actives have a fitted effect of over 55% in size
IkB signaling: suppresses IkB signaling in ABC-DLBCL reporter cells | 110,000 compounds, 0.04% hits | Potency, µM (top dose mostly 57.1 µM), inactives show top-dose IkBa stabilization activation | ABC-DLBCL IkBa-CBG/CBR dual luciferase ratio, 4 h; response scale: scaled: untreated 0%, proteasome inhibitor 100%; active means well fitted curve in the direction sought with a large enough effect in the signal ratio, not every such curve was filed as active; inconclusive means small, poorly fitted or top-dose-only effect, or a change in a side signal; the % refers to the signal ratio;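 further: the direction sought is a rising ratio; 0% = basal untreated cells and 100% = reference inhibitor full response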
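Curves were fitted separately to fusion (green), unfused (red) and ratio luminescence, then classed by r2, magnitude and activity. Cells: OCI-Ly3, 4 h compound plus doxycycline at 37C; 10 uM MG-132 defined full response.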
* marks the source's active call; other numbers are inactive results; ? = inconclusive; nt = no result given; [ ] = another dose, or the depositor's remark. Unless noted, the call rests on the fitted dose curve; in most records, active means well fitted curve in the direction sought with a large enough effect; inconclusive means small, poorly fitted or top-dose-only effect, or another doubt; inactive means no such curve, though single readings can be large; an effect the other way counts as inactive or inconclusive. Unless noted, on the % scale 0 is the no-effect control and ±100 the full control effect; potency means the concentration at half of the fitted maximal effect.

Short forms: A = p53ts 32C tox; B = Peg3 imprint; C = p53ts 39C tox; D = IkB signaling
1: Cc1nc2ccc(S(=O)(=O)N(C)CC(=O)Nc3ccc(Br)c(C)c3)cc2s1
  A = -18%	B = -14%[10.9 µM]	C = ?	D = -0.4%

2: CC(=O)N1CCC(N2CCN(c3ccccc3F)CC2)CC1
  A = 1%	B = 6%	C = 1%	D = 1.1%

3: Cn1nnnc1SCC(=O)N1c2ccccc2CCc2ccccc21
  A = 2%	B = -9%	C = 6%	D = 1.4%

4: CCCn1c(SCC(=O)c2cc(OC)ccc2OC)nnc1-c1ccco1
  A = 6%	B = -4%	C = 1%	D = 0.2%

5: COCCn1c(SCc2ccccc2Cl)nc2c1c(=O)[nH]c(=O)n2C
  A = 26%	B = -10%	C = -5%	D = -0.4%

6: COC(=O)Cc1c(C)c2cc3c(c(C)c2oc1=O)OCN(CCc1ccc(OC)cc1)C3
  A = -7%	B = -13%[10.9 µM]	C = -1%	D = -0.1%

7: Cc1ccc(S(=O)(=O)c2nc(-c3ccco3)oc2SCC(C)C)cc1
  A = 10%	B = -10%[10.9 µM]	C = 12%	D = ?

8: CCCNS(=O)(=O)c1ccc(OCC(=O)N2CCC(C(=O)OCC)CC2)cc1
  A = -1%	B = -6%	C = 7%	D = 0.5%

9: CCOc1ccccc1N1CSC2=C(C#N)C(c3c(OC)ccc4ccccc34)CC(=O)N2C1 (stereo not drawn)
  A = 2%	B = -42%[inhibitor]	C = -5%	D = ?

10: Cc1ccc(NC(=O)CSc2nc(=O)n(CCCN(C)C)c3c2CCC3)cc1F
  A = 2%	B = 13%[10.9 µM]	C = -12%	D = 6.0%

11: COc1ccc(NC(=O)N2CCN(c3cccc(C(F)(F)F)c3)CC2)cc1
  A = 4%	B = 0%	C = 2%	D = 2.8%

12: Cn1c(=O)[nH]c(=O)c2c1nc(Sc1nc3ccccc3s1)n2Cc1ccccc1
  A = -15%	B = -15%	C = -21%	D = ?

13: CCOc1ccccc1Nc1nc2ccccc2n2cnnc12
  A = 11%	B = 22%	C = -1%	D = 0.3%

14: CCCCOc1ccc(C2CC(=O)N(C)C2=O)cc1 (stereo not drawn)
  A = -10%	B = nt	C = -16%	D = nt

15: COc1cc(C(=O)Nc2nnc(S(=O)(=O)N(C)c3ccccc3)s2)cc(OC)c1OC
  A = 9%	B = 0%[10.9 µM]	C = 6%	D = -1.9%

Values in list order from the entries so far.
Entries 3 to 13 in Peg3 imprint: -9%, -4%, -10%, -13%[10.9 µM], -10%[10.9 µM], -6%, -42%[inhibitor], 13%[10.9 µM], 0%, -15%, 22%
Entries 3 to 13 in p53ts 32C tox: 2%, 6%, 26%, -7%, 10%, -1%, 2%, 2%, 4%, -15%, 11%

As entered above.
In p53ts 32C tox, CC(=O)N1CCC(N2CCN(c3ccccc3F)CC2)CC1 reads 1%
In p53ts 32C tox, CCOc1ccccc1N1CSC2=C(C#N)C(c3c(OC)ccc4ccccc34)CC(=O)N2C1 (stereo not drawn) reads 2%

The results go on:
Short forms: A = p53ts 32C tox; B = Peg3 imprint; C = p53ts 39C tox; D = IkB signaling
16: COc1ccc(/C=C/C(=O)Nc2c(C)nn(C)c2C)cc1COc1ccc(Br)cc1
  A = 10%	B = nt	C = -3%	D = nt

17: COc1ccc(CC(=O)NC2CC(=O)N(c3cccc(F)c3)C2)cc1 (stereo not drawn)
  A = 1%	B = 9%[10.9 µM]	C = -8%	D = ?

18: COc1cc(OC)c(NC(=O)c2cnn(-c3ccccc3)c2-n2cccc2)cc1Cl
  A = -5%	B = 15%[10.9 µM]	C = -3%	D = 1.4%

19: COc1ccccc1NC(=O)Cn1cnc2sc(C(=O)NCc3ccco3)c(C)c2c1=O
  A = -28%	B = -6%	C = 5%	D = 0.4%

20: O=C1CC(N2CCC(c3nc4ccccc4o3)CC2)C(=O)N1Cc1cccs1 (stereo not drawn)
  A = -2%	B = -8%	C = 8%	D = 2.2%

21: COc1ccc(Cl)c(N2CCN(CCCNC(=O)Nc3ccc(C)cc3)CC2)c1
  A = -9%	B = -23%	C = -10%	D = ?

22: COc1ccc(NC(=O)c2ccc3nccnc3c2)cc1
  A = ?	B = nt	C = ?	D = nt

23: COc1cc2cc(C(c3nnnn3C3CCCC3)N(C)C3CCCCC3)c(=O)[nH]c2cc1OC (stereo not drawn)
  A = 5%	B = nt	C = -9%	D = -0.1%

24: CCOC(=O)c1cnc2c(C)cc(Cl)cc2c1NCCc1ccc(OC)c(OC)c1
  A = 3%	B = -6%[10.9 µM]	C = 22%	D = ?

25: c1ccc(C(c2ccccc2)N2CCN(Cc3nnnn3C3CCCCC3)CC2)cc1
  A = 8%	B = nt	C = 14%	D = nt

26: CCN1C2=C(C(=O)CCC2)C(c2ccc(O)cc2)C2=C1CCCC2=O
  A = 0%	B = -6%	C = 11%	D = 0.6%

27: CNC(=O)[C@@H]1C[C@H]1[C@@H](NC(=O)OCc1ccccc1)c1ccccc1
  A = -16%	B = -7%	C = -20%	D = nt

28: Cc1cc(C)c(S(=O)(=O)NCCS(=O)(=O)N2CCN(c3ccccc3)CC2)c(C)c1
  A = 0%	B = -8%[10.9 µM]	C = -11%	D = ?

29: N#Cc1cccc(NC(=O)CSc2ccccc2)c1
  A = 11%	B = -20%	C = 2%	D = -1.7%

30: CCN(CC)CCCNC(=O)C1CCN(C(=O)c2cc3sccc3n2Cc2ccc(F)cc2)CC1
  A = -2%	B = -9%	C = -13%	D = 2.6%

31: CCCCCNc1c(C(=O)OCC)c(=O)[nH]c2ccccc12
  A = 20%	B = -19%	C = 2%	D = -1.8%

32: Cc1nnc(SCc2cccs2)[nH]c1=O
  A = -6%	B = -15%	C = -9%	D = 13%

33: Cc1c(C#N)c2ncn(CCCN(C)C)c(=O)c2n1-c1ccccc1
  A = 3%	B = -3%	C = 9%	D = -0.9%

34: CCN1C(=O)c2cccc3c(S(=O)(=O)Nc4ncccc4C)ccc1c23
  A = -1%	B = -14%	C = -21%	D = 2.2%

35: Cc1ccc(NC(=O)CCn2cnc3onc(-c4ccc(F)cc4)c3c2=O)c(Br)c1
  A = 3%	B = 6%[10.9 µM]	C = -19%	D = ?

36: COC(=O)c1cc2sc(Cl)cc2n1Cc1nc(-c2ccccc2C)oc1C
  A = 6%	B = -6%[10.9 µM]	C = -16%	D = 1.2%

37: COc1cccc(-c2nc(CS(=O)(=O)CC(=O)Nc3c(C)cc(C)cc3C)c(C)o2)c1
  A = ?	B = -3%[10.9 µM]	C = ?	D = ?

38: Cc1ccc(N2CC(C(=O)N3CCc4ccccc4C3)CC2=O)cc1 (stereo not drawn)
  A = 4%	B = -10%	C = 6%	D = 0.7%

39: CCOC(=O)C1CCN(C(c2cccs2)c2sc3nc(C)nn3c2O)CC1 (stereo not drawn)
  A = -16%	B = -8%	C = ?	D = ?

40: Cn1c(=O)cc(OCCCC(=O)Nc2cccnc2)c2ccccc21
  A = 7%	B = -13%	C = -4%	D = 11%

41: CC(C)CCNC(=O)c1ccc2c(c1)N(Cc1ccccc1F)C(=O)c1ccccc1S2(=O)=O
  A = 13%	B = -15%[10.9 µM]	C = -10%	D = 1.1%

42: Cc1ccc(NC(=O)c2cc(S(=O)(=O)N3CCC4(CC3)OCCO4)ccc2F)cc1
  A = 5%	B = -21%	C = -8%	D = 1.2%

43: Cc1cc(N2CCC(C(=O)Nc3ccc(F)cc3)CC2)nc(-c2ccccc2)n1
  A = 13%	B = -18%	C = -5%	D = ?

44: COCCCNC(=O)c1ccccc1SC
  A = -3%	B = -15%	C = 10%	D = -0.3%

45: Cc1cccc(-c2nnc(SCc3cc(=O)c4cccc(Cl)c4[nH]3)n2C)c1
  A = -6%	B = -10%[10.9 µM]	C = ?	D = ?

46: CC1Cc2ccccc2N1S(=O)(=O)c1cccc(C(=O)c2nccn2C)c1 (stereo not drawn)
  A = -3%	B = -16%	C = 5%	D = ?

47: Cn1c(SCC(=O)NCc2ccco2)nnc1-c1ccccc1
  A = -2%	B = nt	C = -1%	D = nt

48: Cc1cccc(Cn2cccc2CNS(=O)(=O)c2ccc(C)c(C)c2)c1
  A = 29%	B = -9%[10.9 µM]	C = ?	D = ?

49: COc1ccc(C(=O)Nc2ccc(Cl)c(Cl)c2)c(OC)n1
  A = -3%	B = -14%	C = -15%	D = 0.1%

50: COc1ccccc1NC(=O)Cn1c(=O)n(-c2ccc(C)cc2)c(=O)c2c1cnn2C
  A = 2%	B = -6%[10.9 µM]	C = 23%	D = ?

51: CCc1cccc(CC)c1N(COC)C(=O)Cn1c(C(C)O)nc2ccccc21 (stereo not drawn)
  A = 7%	B = -7%	C = -6%	D = 0.7%

52: CCc1ccc(NC(=O)CSc2nc(=O)n(Cc3cccnc3)c3c2CCC3)cc1
  A = -5%	B = -17%[10.9 µM]	C = -9%	D = ?

53: O=C(O)CSc1nnc(Cc2ccccc2)n1Cc1ccccc1
  A = 7%	B = -4%	C = 0%	D = 0.5%

54: O=C(NCCCN1CCCC1=O)c1cccnc1
  A = 5%	B = -4%	C = 7%	D = 1.0%

55: CCOCC(=O)Nc1c(C(=O)Nc2ccc(OC)cc2OC)oc2ccccc12
  A = -6%	B = ?	C = -8%	D = 1.5%

56: Cc1cccc(-n2c(=O)c3c4c(sc3n3cnnc23)CCCC4)c1
  A = -4%	B = -16%[10.9 µM]	C = 16%	D = -7.7%

57: Nc1cc(S(=O)(=O)O)cc2ccc(S(=O)(=O)O)cc12
  A = -2%[9.22 µM]	B = -8%[10.9 µM]	C = 5%[9.22 µM]	D = 1.6%[11.4 µM]

58: CC1(C)CC(NC(=O)CC2CCCCC2)CC(C)(C)N1
  A = 25%	B = -1%	C = -4%	D = ?

59: Cc1cc(N2CCN(C)CC2)nc2ccc(NC(=O)c3ccc(Br)o3)cc12
  A = -10%	B = -14%	C = 5%	D = -2.6%

60: CC1CCCCN1c1nc(-c2ccncc2)nc2ccccc12 (stereo not drawn)
  A = 11%	B = -17%	C = 15%	D = ?

Results in IkB signaling, for 4 of the compounds above:
# | SMILES | IkB signaling
56 | Cc1cccc(-n2c(=O)c3c4c(sc3n3cnnc23)CCCC4)c1 | -7.7%
57 | Nc1cc(S(=O)(=O)O)cc2ccc(S(=O)(=O)O)cc12 | 1.6%[11.4 µM]
58 | CC1(C)CC(NC(=O)CC2CCCCC2)CC(C)(C)N1 | ?
59 | Cc1cc(N2CCN(C)CC2)nc2ccc(NC(=O)c3ccc(Br)o3)cc12 | -2.6%

(continued)
Short forms: A = p53ts 32C tox; B = Peg3 imprint; C = p53ts 39C tox; D = IkB signaling
61: Cn1c(COc2ccccc2)nnc1SCC(=O)Nc1ccc(N2CCOCC2)c(Cl)c1
  A = 6%	B = -17%	C = -6%	D = 4.6%

62: COc1cc2c(cc1OC)CN(Cc1cccs1)CC2
  A = 3%	B = -1%	C = 1%	D = -0.7%

63: Cc1cc2ccccc2n1CCNC(=O)c1ccccc1F
  A = 2%	B = -5%[10.9 µM]	C = 0%	D = ?

64: CCCC1c2c(ccc3ccccc23)Oc2ccc3ccccc3c21
  A = 13%[9.22 µM]	B = -9%[10.9 µM]	C = 2%[9.22 µM]	D = 1.3%[11.4 µM]

65: COC(=O)c1ccc(Cn2c(SCc3ccc(F)cc3)nc3ccncc32)cc1
  A = -22%	B = -11%[10.9 µM]	C = -28%	D = 2.5%

66: Cc1cccc(-c2nc(CSc3nncn4c3cc3sccc34)c(C)o2)c1
  A = -2%	B = -10%[10.9 µM]	C = -18%	D = 5.2%

67: CC1=C(C(=O)Nc2ccccc2)C(c2ccc(O)cc2)n2nc(SCc3ccccc3)nc2N1 (stereo not drawn)
  A = 4%	B = -5%[10.9 µM]	C = 37%[activator]	D = ?

68: N#Cc1ccccc1Cn1c(=O)n(CCCC(=O)NCc2ccccc2Cl)c(=O)c2ccccc21
  A = -6%	B = -5%[10.9 µM]	C = -5%	D = 2.2%
